TNAP inh hi DEA = TNAP (human) inhibition, high acceptor. P05186. purified TNAP, CDP-star luminescence, 1 M DEA. inhibition, % at 20 µM. actives 0.03% (n = 200,000);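 active means over 50% inhibition of tissue-nonspecific alkaline phosphatase at 20 µM in the single-dose screen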;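 further: plate controls were DMSO wells for no effect and EDTA-quenched wells as full inhibition for full effect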
Target sequence (P05186 whole entry, looked up): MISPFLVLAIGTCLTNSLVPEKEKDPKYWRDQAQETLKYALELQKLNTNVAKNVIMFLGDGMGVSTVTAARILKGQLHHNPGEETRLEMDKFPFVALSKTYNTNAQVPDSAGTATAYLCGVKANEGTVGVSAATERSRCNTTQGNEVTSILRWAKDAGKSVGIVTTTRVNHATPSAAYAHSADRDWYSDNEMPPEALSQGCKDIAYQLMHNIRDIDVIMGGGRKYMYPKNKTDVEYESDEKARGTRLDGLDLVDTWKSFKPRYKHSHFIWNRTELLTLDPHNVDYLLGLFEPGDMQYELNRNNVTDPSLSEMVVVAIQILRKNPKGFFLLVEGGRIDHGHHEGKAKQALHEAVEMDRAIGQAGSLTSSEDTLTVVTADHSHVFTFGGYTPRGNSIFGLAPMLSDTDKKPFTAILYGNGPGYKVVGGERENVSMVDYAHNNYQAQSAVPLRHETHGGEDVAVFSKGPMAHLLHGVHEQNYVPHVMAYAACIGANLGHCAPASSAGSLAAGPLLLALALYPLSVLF
bIAP activator = intestinal alkaline phosphatase (bovine) activation | activation factor at 20 µM | actives 0.17% (n = 200,000) | AID 1016 | purified bovine IAP, CDP-star luminescence, 30 min; active compounds read high; fold of DMSO-control signal, blank-subtracted;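 active means activation factor of 2 or more at 20 µM, a signal rise over negative controls twice the positive control's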
bIAP inhibitor = blocks bovine intestinal alkaline phosphatase activity | purified bovine IAP, CDP-star luminescence, 30 min | inhibition, % at 20 µM | 190,000 tested, under 10 active;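 active means over 50% inhibition of intestinal alkaline phosphatase at 20 µM in the single-dose screen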
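Incubation: 30 min reaction at room temperature / Material: purified bovine intestinal alkaline phosphatase (IAP) enzyme / Input: enzyme at 1/65,000,000 dilution / Dosing: 20 µM single dose / Signal: CDP-star luminescence signal / Reagent: CDP-star chemiluminescent phosphatase substrate, 30 µM final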
PPARg SRC1 recr = PPARgamma-driven SRC-1 recruitment agonism. PPARgamma-SRC-1 coactivator recruitment biochemical assay. activation, % at 8 µM. actives 0.41% (n = 200,000); in the data active means activation above about 19%;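 further: 0% = DMSO and 100% = reference agonist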
Target sequence (P37231 whole entry, looked up): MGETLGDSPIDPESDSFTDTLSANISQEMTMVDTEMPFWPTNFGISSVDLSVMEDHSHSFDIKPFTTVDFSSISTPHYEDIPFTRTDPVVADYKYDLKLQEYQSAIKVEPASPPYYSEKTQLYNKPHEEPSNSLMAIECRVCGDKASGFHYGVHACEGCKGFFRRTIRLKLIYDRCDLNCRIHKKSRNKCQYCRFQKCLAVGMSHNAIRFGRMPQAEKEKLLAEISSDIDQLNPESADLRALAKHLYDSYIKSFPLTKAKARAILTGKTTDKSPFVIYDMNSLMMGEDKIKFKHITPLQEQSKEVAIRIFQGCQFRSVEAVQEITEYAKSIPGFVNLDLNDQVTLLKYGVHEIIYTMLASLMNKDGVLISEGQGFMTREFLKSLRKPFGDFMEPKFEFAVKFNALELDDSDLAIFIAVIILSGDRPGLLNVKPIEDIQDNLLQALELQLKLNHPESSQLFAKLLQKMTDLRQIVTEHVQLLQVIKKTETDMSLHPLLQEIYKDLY
TNAP act hi DEA = TNAP (human) activation, high acceptor. AID 1136. 200,000 tested, under 10 active. purified TNAP, CDP-star luminescence, 1 M DEA, 30 min; active compounds read high; 0 = EDTA background, 1 = DMSO-only activity. activation factor at 20 µM;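 active means activation factor at least 2 at 20 µM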
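system = human TNAP | amount = enzyme diluted 1/800 final | reagent = 100 µM CDP-star substrate | signal = luminescent substrate turnover signal | dosing = one dose, 20 µM | benchmarks = EDTA negative control, DMSO positive control | measure = activation factor | timing = 30 min reaction, room temperature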
PPARg SRC2 recr = PPARgamma-driven SRC-2 recruitment agonism; P37231; PPARgamma LBD-SRC-2 recruitment, biochemical; activation, % at 8 µM; actives 0.34% (n = 200,000); AID 1032; in the data active means activation above about 22%;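 further: 0% = vehicle and 100% = reference agonist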
TR-FRET SRC-2 ct = counter-screen for PPARgamma SRC-2 recruitment agonists: TR-FRET artefact | active compounds read high | TR-FRET ratio at 8 µM | actives 0.4% (n = 200,000) | AID 1049; in the data active means TR-FRET ratio above about 2000; further: inactives centre near 1500
TNAP inh noacc = blocks human TNAP activity with no phosphate acceptor present | P05186 | purified TNAP, CDP-star luminescence, 30 min | inhibition, % at 20 µM | actives 0.26% (n = 200,000);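 active means tissue-nonspecific alkaline phosphatase inhibition above about 50% at 20 µM in the single-dose screen, limit read from the data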;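 further: 0% = DMSO negative control and 100% = EDTA positive control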
PPARg SRC3 recr = agonists of human PPARgamma SRC-3 coactivator recruitment. biochemical PPARgamma/SRC-3 coactivator recruitment assay. actives 0.26% (n = 200,000). P37231. activation, % at 8 µM; in the data active means activation above about 23%;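 further: 0% = DMSO and 100% = reference agonist; some compounds past the cut are filed as inactive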
Efa HMGR inh = blocks class II HMG-CoA reductase of Enterococcus faecalis; purified E. faecalis HMGR, NADPH absorbance 340 nm kinetic; inhibition, % at 10 µM; actives 0.41% (n = 190,000); AID 1066;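 active means inhibition above a set limit, the median over all tested compounds plus 3 SD, cut at about 9.5% in these data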;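 further: enzyme runs in reverse so mevalonate oxidation gives rising NADPH absorbance; 0% = complete reaction with DMSO and 100% = background rate lacking mevalonate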
* marks the source's active call; other numbers are inactive results; x = not tested or not shown.

SMILES | TNAP inh hi DEA | bIAP activator | bIAP inhibitor | PPARg SRC1 recr | TNAP act hi DEA | PPARg SRC2 recr | TR-FRET SRC-2 ct | TNAP inh noacc | PPARg SRC3 recr | Efa HMGR inh
Cc1cc(C)cc(NC(=S)NC2CC3CCC(C2)N3Cc2ccco2)c1 (stereo not given) | -4 | 1 | -2 | 6 | 1 | 6 | 1417 | -15 | 4 | 6
COc1ccccc1C1CC(=O)NC(C)=C1C(=O)OCC(C)C (stereo not given) | -6 | 1.1 | -10 | -5 | 1.1 | 6 | 1470 | -9 | 0 | -6
c1ccc(-c2ccc(-c3nc(-c4cccnc4)no3)cc2)cc1 | -6 | 0.9 | 11 | 2 | 1.1 | 5 | 1614 | -10 | -5 | -7
COc1ccc(NC(=S)N(CCCN2CCCC2)Cc2cccs2)cc1 | -1 | 1 | 4 | 7 | 1 | 6 | 1687 | -6 | 5 | -4
CC(=O)c1cccc(NC(=O)N2CCC(c3nnc(SCC(N)=O)n3C)CC2)c1 | -9 | 1.1 | -12 | 2 | 1.1 | -3 | 1719 | -3 | 4 | -4
O=C(NCc1ccc(Cl)cc1)c1cc2ccccn2n1 | 0 | 0.8 | 17 | 2 | 1 | 7 | 1626 | -8 | 7 | -7
CCOP(=O)(c1ccccc1)C(O)c1ccc(F)cc1 (stereo not given) | 0 | 1.1 | -9 | -3 | 1 | -3 | 1444 | -12 | 2 | 3
COc1ccc(NC(=O)Cn2nnc(-c3ccccc3NS(=O)(=O)c3ccc(OC)cc3)n2)cc1 | -2 | 0.8 | 23 | 1 | 1 | 4 | 1601 | 27 | -1 | -4
CCCc1nc(N2CCCC2)c(C#N)c2c1CCCC2 | -8 | 0.8 | 22 | -7 | 1.1 | -6 | 1463 | -7 | -14 | -3
CC(=O)N(Cc1ccccc1)c1ccc(C(=O)O)cc1 | -8 | 0.9 | 5 | 1 | 1.1 | 0 | 1597 | -13 | 5 | -8
COc1ccc(CC(=O)NCc2n[nH]c(=S)n2-c2ccc(F)cc2)cc1 | -7 | 0.9 | 14 | 4 | 1.1 | -1 | 1672 | -4 | -2 | -1
COCC(=O)NCc1ccc2c(c1)cc(C)n2C | 4 | 1 | 0 | 6 | 1 | 6 | 1821 | -3 | 0 | 0
COc1ccccc1C(=O)NCC(=O)OCc1ccc(Br)cc1 | 0 | 0.9 | 10 | -1 | 1 | -5 | 1511 | -13 | -6 | -1
CCCCCNC1=CC(=O)CC(c2ccccc2)C1 (stereo not given) | 3 | 0.9 | 5 | 1 | 1 | 1 | 1386 | -1 | 1 | -5
COc1ccc(C(=O)Nc2ccc3nc(N4CCCCC4)cc(C)c3c2)cc1OC | -2 | 1 | 5 | 2 | 1 | 4 | 1770 | -13 | -1 | 4
Cc1ccc(S(=O)(=O)N(C)CC(=O)OCC(=O)NC(c2ccccc2)c2ccccc2)cc1 | -6 | 1.2 | -17 | 0 | 1.1 | -5 | 1546 | -8 | -3 | -4
COc1ccc(N2CCN(C(c3cccc(OC)c3OC)c3nnnn3C3CCCC3)CC2)cc1 (stereo not given) | -2 | 1.1 | -9 | 11 | 1 | 6 | 1405 | -7 | -2 | -2
O=C(CSc1nnc(-c2n[nH]c3ccccc23)n1-c1ccccc1)Nc1cccc(Cl)c1 | 5 | 1 | 3 | 2 | 0.9 | 11 | 1706 | -1 | 5 | 1
Cc1cccc(C(=O)NC2CC3CCCC(C2)N3S(=O)(=O)c2ccccc2)c1 (stereo not given) | 0 | 1 | 0 | 2 | 1 | -4 | 1482 | -10 | -5 | -1
COc1ccc(CCNC(=O)c2ccc(-c3ccc([N+](=O)[O-])cc3Cl)o2)cc1 | -1 | 1.1 | -8 | -3 | 1 | -2 | 1481 | 3 | -4 | 0
O=C(NC1CC1)C1=COCCO1 | -4 | 0.9 | 10 | -6 | 1 | 0 | 1394 | -14 | -7 | 0
Cc1cc(=O)oc(C)c1C(=O)NCCc1ccccc1 | -1 | 0.9 | 11 | 12 | 1 | -2 | 1736 | -13 | 11 | -1
Cc1onc(-c2ccccc2Cl)c1C(=O)NCc1cccs1 | -3 | 0.9 | 8 | 2 | 1 | 8 | 1403 | -11 | -1 | -2
Cc1ccc(NC(=O)CC2Nc3ccccc3NC2=O)cc1Cl (stereo not given) | 4 | 1.2 | -16 | -5 | 1 | -4 | 1427 | -2 | -6 | x
Cc1cccc(NC(=S)N(Cc2ccco2)C(C)c2cccs2)c1 (stereo not given) | -3 | 0.7 | 34 | -7 | 1 | 1 | 1573 | -7 | 1 | -2

Next part; it opens with the 2 that closed the last part.
SMILES | TNAP inh hi DEA | bIAP activator | bIAP inhibitor | PPARg SRC1 recr | TNAP act hi DEA | PPARg SRC2 recr | TR-FRET SRC-2 ct | TNAP inh noacc | PPARg SRC3 recr | Efa HMGR inh
Cc1ccc(NC(=O)CC2Nc3ccccc3NC2=O)cc1Cl (stereo not given) | 4 | 1.2 | -16 | -5 | 1 | -4 | 1427 | -2 | -6 | x
Cc1cccc(NC(=S)N(Cc2ccco2)C(C)c2cccs2)c1 (stereo not given) | -3 | 0.7 | 34 | -7 | 1 | 1 | 1573 | -7 | 1 | -2
COc1ccc(-c2csc(NC(=O)CC(C)C)n2)cc1 | -3 | 0.9 | 13 | 3 | 1 | 5 | 1728 | -8 | -3 | -4
CCn1ncc(/C=N\NC(=O)c2csc3ccccc23)c1C | -9 | 0.8 | 16 | 7 | 1.1 | 7 | 1550 | -2 | -2 | 0
COc1ccc(C2CC(c3ccccc3)=NN2C(=O)COC(=O)c2cc(S(=O)(=O)N3CCOCC3)ccc2Cl)cc1 (stereo not given) | 2 | 1.1 | -9 | -1 | 1 | -7 | 2080* | -3 | 4 | 0
COc1ccc(CC(=O)Oc2cc(C)[nH]c(=O)c2[N+](=O)[O-])cc1 | -6 | 0.8 | 18 | -6 | 1.1 | 5 | 1553 | -6 | -2 | -1
Nc1ccc2c(c1)CCC2=O | x | x | x | 1 | x | -6 | 1423 | x | 12 | x
COCCCn1nnnc1SCC(=O)N1CCN(C(=O)c2ccco2)CC1 | -5 | 0.9 | 5 | 3 | 1.1 | 5 | 1661 | -9 | 0 | 1
Cc1ccc(NC(=O)c2cc(NC(=O)c3ccccc3C(=O)O)ccc2N2CCCCC2)cc1 | -1 | 1.1 | -13 | -2 | 1 | 1 | 1415 | -5 | 2 | -1
CCC(C)Nc1ncnc2c1cnn2Cc1ccc(Cl)cc1 (stereo not given) | -7 | 1.1 | -11 | -5 | 1.1 | 8 | 1576 | -19 | 2 | 0
Cc1nc2ccccc2c(=O)n1NC(=O)c1ccc([N+](=O)[O-])cc1Cl | -4 | 1 | 5 | 10 | 1 | 7 | 1782 | -11 | 8 | 4
COc1ccc2c(c1)OC(c1ccccc1)(C(F)(F)F)NC2=O (stereo not given) | -1 | 1 | 2 | -4 | 1 | 0 | 1361 | -9 | 0 | -9
COC(=O)c1ccccc1NC(=O)Cn1cc(Br)cn1 | 1 | 0.8 | 15 | 4 | 1 | 2 | 1806 | -9 | 7 | -7
Clc1ncnc2scc(C3COc4ccccc4O3)c12 (stereo not given) | 2 | 0.9 | 10 | 1 | 1 | 2 | 1542 | -2 | -30 | 1
CC1CCN(C(=S)c2cn(Cc3ccc(F)cc3)c3ccccc23)CC1 | -6 | 0.8 | 24 | 1 | 1.1 | -5 | 1448 | -4 | -1 | 1
COc1cccc(C(=O)N/N=C2\SCC(=O)N2Cc2ccc3c(c2)OCO3)c1 | -2 | 0.9 | 5 | 4 | 1 | 5 | 1519 | -9 | -2 | 0
CCc1nc2c(n1O)CCc1nonc1-2 | -1 | 1 | -1 | 9 | 1 | 4 | 1621 | 6 | 6 | 0
O=c1c2cnn(-c3ccccc3)c2ncn1Cc1ccccc1F | -1 | 1 | 5 | 0 | 1 | 3 | 1466 | -14 | 9 | -1
CCCn1c(SCC(=O)N2c3ccccc3Sc3ccccc32)nc2ccccc21 | -5 | 0.7 | 29 | 5 | 1.1 | 1 | 1566 | -17 | 6 | 1
O=C(O)c1ccc(Cl)c(S(=O)(=O)NCc2ccco2)c1 | -4 | 0.9 | 6 | -4 | 1 | 7 | 1628 | -13 | 3 | -7
Cn1cc(CN2CCCC(C(=O)c3nccn3C)C2)c(-c2cccc(Cl)c2)n1 (stereo not given) | -3 | 1 | -3 | 2 | 1 | 11 | 1489 | -6 | 0 | -4
COc1ccc(N2C(=O)CSCC2=O)cc1OC | 1 | 1.1 | -9 | -7 | 1 | -3 | 1593 | -10 | -5 | -3
C=CCn1c(SCc2c(F)c(F)c(F)c(F)c2F)nc(O)cc1=O | -5 | 0.9 | 12 | 11 | 1.1 | 5 | 1733 | -14 | 8 | -3
O=C(NCc1ccon1)c1ccc(OC2CCN(CCc3ccccc3)CC2)cc1 | -8 | 1 | 2 | -1 | 1.1 | -4 | 1381 | -14 | 0 | -6
CC(C)CNC(=O)COc1ncnc2sccc12 | 0 | 1 | 3 | 0 | 1 | -7 | 1427 | 2 | 1 | -3
O=C(COC(=O)CC12CC3CC(CC(C3)C1)C2)Nc1cccnc1Cl | -2 | 1.1 | -5 | 5 | 1 | 0 | 1627 | -7 | 0 | -3
COc1cccc(-n2nnc3c(=O)n(Cc4ccc(Cl)cc4)cnc32)c1 | 0 | 0.9 | 7 | 7 | 1 | -1 | 1601 | -4 | 3 | -2

The list goes on:
SMILES | TNAP inh hi DEA | bIAP activator | bIAP inhibitor | PPARg SRC1 recr | TNAP act hi DEA | PPARg SRC2 recr | TR-FRET SRC-2 ct | TNAP inh noacc | PPARg SRC3 recr | Efa HMGR inh
CCOc1ncccc1C(=O)N(C)CC1COc2ccccc2O1 (stereo not given) | -1 | 0.9 | 8 | 0 | 1 | 4 | 1642 | -4 | 6 | -3
Cc1ccc(/C=C2\SC(=S)N(Cc3ccccc3)C2=O)o1 | 6 | 1 | 3 | 3 | 0.9 | 4 | 1474 | 0 | -9 | -5
COC(=O)CN(c1ccc(OCc2ccccc2)cc1)S(C)(=O)=O | 1 | 1.1 | -12 | -11 | 1 | -2 | 1528 | -11 | 4 | -3
CC(=O)Nc1nc2ccccc2n1CCN(C)C | -8 | 1.1 | -14 | 4 | 1.1 | 1 | 1634 | -14 | 6 | -3
COC(=O)c1ccccc1NC(=O)CN1CCC(n2nnc3cc(C)ccc32)CC1 | -6 | 1 | 5 | x | 1.1 | x | x | -4 | x | x
O=C(c1ccncc1)c1ccc([N+](=O)[O-])cc1 | -8 | 0.9 | 6 | -2 | 1.1 | 2 | 1704 | -11 | -1 | -7
O=c1[nH]cnc2c1C1(CCCC1)Cc1ccccc1-2 | -4 | 0.8 | 22 | 6 | 1 | 11 | 1382 | 5 | 0 | -5
CCCCS(=O)(=O)Nc1ccc(Cc2ccncc2)cc1 | -3 | 0.9 | 6 | -13 | 1 | -11 | 1423 | -11 | -17 | -7
C=CCn1c(SCC(=O)NCc2ccc3c(c2)OCO3)nc2scc(-c3ccc(F)cc3)c2c1=O | -2 | 1 | -1 | 8 | 1 | 9 | 1437 | -16 | 9 | -5

Two of the compounds above, with values under each structure:
Values run as follows: TNAP inh hi DEA	bIAP activator	bIAP inhibitor	PPARg SRC1 recr	TNAP act hi DEA	PPARg SRC2 recr	TR-FRET SRC-2 ct	TNAP inh noacc	PPARg SRC3 recr	Efa HMGR inh
- O=C(c1ccncc1)c1ccc([N+](=O)[O-])cc1
    -8	0.9	6	-2	1.1	2	1704	-11	-1	-7
- O=c1[nH]cnc2c1C1(CCCC1)Cc1ccccc1-2
    -4	0.8	22	6	1	11	1382	5	0	-5
